From PubChem
TDP1 block: qHTS Assay for Inhibitors of Tyrosyl-DNA Phosphodiesterase (TDP1). Potency, µM (highest dose often 130 µM), for the others: at the top dose activity change, negative = inhibition, most hits filed as inhibitors. Tyrosyl-DNA phosphodiesterase 1 (Homo sapiens), Q9NUW8. recombinant TDP1, AlphaScreen DNA substrate cleavage. hit rate 0.28% among 350,000; further: nearly all actives have a fitted effect of over 40% in size
Target sequence (Q9NUW8 whole entry, looked up): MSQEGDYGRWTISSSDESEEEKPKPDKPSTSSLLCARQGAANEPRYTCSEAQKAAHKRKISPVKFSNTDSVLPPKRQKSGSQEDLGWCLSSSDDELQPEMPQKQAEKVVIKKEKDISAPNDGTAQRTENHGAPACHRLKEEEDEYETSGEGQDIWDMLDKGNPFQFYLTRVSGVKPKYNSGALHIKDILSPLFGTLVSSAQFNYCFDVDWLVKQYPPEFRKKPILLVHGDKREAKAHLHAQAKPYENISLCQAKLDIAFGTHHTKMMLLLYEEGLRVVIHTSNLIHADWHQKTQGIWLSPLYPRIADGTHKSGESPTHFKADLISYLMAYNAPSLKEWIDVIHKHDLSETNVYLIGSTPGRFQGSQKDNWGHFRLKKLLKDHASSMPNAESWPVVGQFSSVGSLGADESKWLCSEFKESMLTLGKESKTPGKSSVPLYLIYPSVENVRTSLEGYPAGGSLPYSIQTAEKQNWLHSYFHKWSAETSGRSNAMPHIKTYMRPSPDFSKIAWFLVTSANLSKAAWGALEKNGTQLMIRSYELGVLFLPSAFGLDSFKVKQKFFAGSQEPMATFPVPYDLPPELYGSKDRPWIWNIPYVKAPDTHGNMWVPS
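Recombinant human Tdp1 (E. coli-expressed, 1 nM final) preincubated with compounds 15 min at room temperature, then 5'-biotin/3'-phosphotyrosine-FITC DNA substrate (15 nM final) added for 5 min. AlphaScreen beads (10 ug/ml final) added 10 min; cleavage lowers signal.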
TDP1 cell noCPT: qHTS for Inhibitors of human tyrosyl-DNA phosphodiesterase 1 (TDP1): qHTS in cells in absence of CPT. DT40 Tdp1-/- hTDP1 cells, no CPT, ATP luminescence, 48 h. Potency, µM (series often up to 46.2 µM), for inactives: at the highest dose activity change, negative = growth inhibition, actives largely listed as inhibitors. hit rate 15% among 420,000. AID 686978, 2013; further: nearly all actives have a fitted effect of over 55% in size
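Cells were dispensed at 400 per well, compounds added by pin tool, plates incubated ≥48 hr at 37 °C, then CellTiter-Glo added for 30 min at room temperature before luminescence reading. Line: DT40 Tdp1-/- complemented with hTDP1; camptothecin omitted.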
DT40 TDP1 CPT: qHTS for Inhibitors of human tyrosyl-DNA phosphodiesterase 1 (TDP1): qHTS in cells in presence of CPT; chicken DT40 Tdp1-/-;hTDP1 cells + 20 nM CPT, ATP luminescence, 48 h; Potency, µM (doses to about 46.2 µM), for the others: top-dose activity change, negative = growth inhibition, actives largely listed as inhibitors; hit rate 12% among 420,000; further: nearly all actives have a fitted effect of over 55% in size
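Chicken DT40 Tdp1-/- cells complemented with human TDP1, 400 cells/well, exposed to compounds plus 20 nM camptothecin for at least 48 h at 37 C; viability read as ATP content by CellTiter-Glo luminescence.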
Active calls of the source: *; ? = inconclusive; . = no result given; & = joins results of further samples; [ ] = dose if it differs, or a comment. The call rests on the fitted dose curve; in most records, active means well fitted curve in the direction sought with a large enough effect; inconclusive means small, poorly fitted or top-dose-only effect, or another doubt; inactive means no such curve, though single readings can be large; an effect the other way counts as inactive or inconclusive. On the % scale 0 is the no-effect control and ±100 the full control effect; potency means the concentration at half of the fitted maximal effect.

SMILES	TDP1 block	TDP1 cell noCPT	DT40 TDP1 CPT
Cc1ccc(CN2C(=O)C(=O)c3cc(C)ccc32)cc1	6%	0.65µM*	0.58µM*
Cc1csc(NC(=O)CSc2nc3ccccc3c3c2CCCC3)n1	1%	?	-3%
CCOc1ccc(NC(=O)CN(C)C(=O)CCCOc2ccc(Br)cc2)cc1OCC	6%[0.505 µM]	?	18µM*
O=C(Nc1ccc2c(c1)OCCO2)C1c2ccccc2OCC(=O)N1CCCN1CCOCC1 (stereo not drawn)	.	-16%	-8%
O/N=C1\CCc2cc(Cl)ccc21	4%	-19%	-20%
CCSc1nc(N)nc2c1ncn2C1OC(CO)C(O)C1O (stereo not drawn)	.	-20%	-18%
CSc1cccc(-n2cc(-c3ccc4c(c3)OCO4)[nH]c2=O)c1	8%	5.2µM*	4.6µM*
Cc1ccc(C(=O)N2CCCC(c3nc4c(nnn4Cc4ccccc4)c(=O)[nH]3)C2)cc1 (stereo not drawn)	-1%	-20%	?
CCOc1ccc(-c2nc(CSCC(=O)NCCN3CCOCC3)c(C)o2)cc1	3%	5%	2%
C=CCN1C(=O)CS/C1=C(\C#N)S(=O)(=O)c1ccc(C)cc1	11%	-21%	4%
NC(=O)COC(=O)c1sc2cc(F)ccc2c1Cl	6%	14%	1%
O=S(=O)(c1ccc(F)c(F)c1)N1CCN(S(=O)(=O)c2cccs2)CC1	0%	-1%	10%
CCOC(=O)c1cn(CC)c2cc(N3CCCCC3)c(F)cc2c1=O	.	-13%	-1%
Cc1nc(NCCN2CCOCC2)c2nnn(Cc3c(F)cccc3Cl)c2n1	1%	-16%	-19%
CC(C)OC(=O)CSc1nnc(C2CCCCC2)n1N	5%	-3%	-2%

Laid out differently: results already given
canonical_smiles,TDP1 block,TDP1 cell noCPT,DT40 TDP1 CPT
Cc1ccc(CN2C(=O)C(=O)c3cc(C)ccc32)cc1,6%,0.65µM*,0.58µM*
Cc1csc(NC(=O)CSc2nc3ccccc3c3c2CCCC3)n1,1%,?,-3%
CCOc1ccc(NC(=O)CN(C)C(=O)CCCOc2ccc(Br)cc2)cc1OCC,6%[0.505 µM],?,18µM*
O=C(Nc1ccc2c(c1)OCCO2)C1c2ccccc2OCC(=O)N1CCCN1CCOCC1 (stereo not drawn),.,-16%,-8%
O/N=C1\CCc2cc(Cl)ccc21,4%,-19%,-20%
CCSc1nc(N)nc2c1ncn2C1OC(CO)C(O)C1O (stereo not drawn),.,-20%,-18%
CSc1cccc(-n2cc(-c3ccc4c(c3)OCO4)[nH]c2=O)c1,8%,5.2µM*,4.6µM*

More entries
SMILES	TDP1 block	TDP1 cell noCPT	DT40 TDP1 CPT
COC(=O)CC(c1ccc(C#N)cc1)n1c(C)ccc1C (stereo not drawn)	0%	-14%	0%
CCOC(=O)c1[nH]c2ccccc2c1NC(=O)c1cc(OC)c(OC)c(OC)c1	.	?	-13%
Cc1cccc(NC(=O)c2c(C)oc3ncn(CC(C)C)c(=O)c23)n1	0%	9.2µM*	10µM*
Cc1oc2ccc(O)c(CN3CCN(Cc4ccccc4)CC3)c2c1C(=O)Nc1ccccc1	11%	?	23µM*
COc1cc(CNC(=O)c2cnc(SC)nc2-c2ccccc2)cc(OC)c1OC	1%	?	0%
CCSc1nc(-c2cccc(Cl)c2)nc2c1Cc1c(CO)cnc(C)c1O2	3%	-9%	-13%
Cc1cccc(NC(=O)C2CCCN(C(=O)Nc3ccc(F)cc3)C2)c1C (stereo not drawn)	.	-19%	-27%
CCOC(=O)N1CCN(C(=O)COc2ccc(S(=O)(=O)NCc3ccccc3)cc2)CC1	7%	-10%	-6%
COc1ccc(OCC(=O)Nc2ccc3c(c2)C(=O)NC3=O)cc1	2%	12%	3%
CCCCOc1ccc(-c2nc(/C=N/c3nccs3)c(O)o2)cc1	4%	-4%	-1%
Fc1ccc(CNC(=S)Nc2ccccc2F)cc1	0%	-15%	-6%
O=C(/C=C/[C@H]1O[C@@H](n2ccc(=O)[nH]c2=O)[C@H](O)[C@@H]1O)NCCc1c[nH]c2ccccc12	.	28%	1%
Cc1cccc(N2CCN(C(=O)c3cccc(S(=O)(=O)N4CCCCC4)c3)CC2)c1C	1%	?	?
CCc1ccc(CN(C(=O)c2oc3ccccc3c2C)C2CCS(=O)(=O)C2)cc1 (stereo not drawn)	.	18µM*	?
COc1cc(C(c2sc3ncnn3c2O)N2CCN(c3ccccc3F)CC2)cc(OC)c1OC (stereo not drawn)	6%	?	?

Compound profiles (already shown). Order of screens: TDP1 block | TDP1 cell noCPT | DT40 TDP1 CPT
CCOc1ccc(-c2nc(CSCC(=O)NCCN3CCOCC3)c(C)o2)cc1 in the list: 3% | 5% | 2%
COC(=O)CC(c1ccc(C#N)cc1)n1c(C)ccc1C (stereo not drawn) in the list: 0% | -14% | 0%
C=CCN1C(=O)CS/C1=C(\C#N)S(=O)(=O)c1ccc(C)cc1 in the list: 11% | -21% | 4%
COc1cc(CNC(=O)c2cnc(SC)nc2-c2ccccc2)cc(OC)c1OC in the list: 1% | ? | 0%
CCOC(=O)c1cn(CC)c2cc(N3CCCCC3)c(F)cc2c1=O in the list: . | -13% | -1%

New compounds follow.
SMILES	TDP1 block	TDP1 cell noCPT	DT40 TDP1 CPT
Cc1nc(-c2ccc(F)cc2)c(CC(=O)Nc2cccc(S(=O)(=O)N3CCOCC3)c2)s1	.	-24%	-26%
COc1cccc(NC(=O)CN(C)C(=O)/C=C/c2cn(Cc3ccccc3)nc2-c2cccnc2)c1	-4%	?	?
CCCCc1ccc(NS(=O)(=O)c2cc3c4c(c2)CC(=O)N4CCC3)cc1	0%	12µM*	15µM*
Nc1nnc(SCCCC(=O)c2ccccc2)s1	-1%	-12%	?
CCN1CCCC1CNC(=O)Cn1nc(C)n2c(cc3cc(F)ccc32)c1=O (stereo not drawn)	1%	13%	?
Cc1nn(C)cc1S(=O)(=O)Nc1ccc2c(c1)OCCO2	5%	-11%	0%
Cc1ccc(C(=O)NC(=S)Nc2cccc3nsnc23)cc1	-4%	-19%	-15%
C=Cc1ccc(N=Cc2ccc(N(C)C)cc2)cc1	.	-28%	-4%
CCNC(=O)c1ccc(C)c(-n2c(C)nc3cccnc32)c1	3%	-1%	4%
Cc1ccc(C(=O)N(Cc2ccc(N(C)C)cc2)Cc2ccco2)cc1	15%	21µM*	?
COC(=O)c1cc(S(=O)(=O)NCCN2CCOCC2)cn1C	1%	24%	8%
NC(=O)CN1C(=O)C2(SCC(=O)N2c2cccc(F)c2)c2ccccc21 (stereo not drawn)	5%	5%	8%
CC(C)(C)n1ncc2c(=O)n(CC(=O)N3CCCC3)cnc21	-5%	10%	8%
O=[N+]([O-])c1cccc(COc2ccc(CN3CCCCC3)cc2)c1	.	23µM*	21µM*
O=C(CSc1ncccn1)N1CCCc2ccccc21	-3%	-7%	2%
CCc1ccc2oc(-c3ccc(C)c(NC(=O)Cc4ccccc4)c3)nc2c1	2%[12.3 µM]	-19%	-21%
COC(=O)C[C@H]1C=C[C@@H](NC(=O)c2ccncc2)[C@@H](CO)O1	.	5%	8%
COc1ccc(C)cc1NC(=O)NC1CC(=O)N(c2ccc3c(c2)OCCO3)C1 (stereo not drawn)	.	-5%	-29%
CC(C)c1nnc(SCC(=O)NC(C)(C)C)n1C	5%	-10%	12%
CCOC(=O)c1cc(-c2ccccc2)sc1NC(=O)C(C)C	-1%	?	-30%
COc1ccc(Nc2nc3ccccc3n3c(N)nnc23)cc1	0%	?	?
CC(C)Cc1nc(SCC(=O)NCC2CCCO2)c2c(=O)n(C)c(=O)n(C)c2n1 (stereo not drawn)	2%	4%	15%
COC(=O)c1ccc(=O)c2nc3/c(=C/O)c(O)cc(=O)c3[nH]c12	?	?	21µM*
COc1ccc(C(C)(NC(C)=O)c2nc(-c3cccc(F)c3)cs2)cc1 (stereo not drawn)	.	?	?
O=C(Cn1ncc(Cl)c(Cl)c1=O)N1CCOCC1	0%	13µM*	?
Cc1cc(NC(=O)CSc2nnc(-c3ccccc3)o2)no1	2%	23µM*	?
COc1ccc(C(=O)NCCCn2ccnc2)cc1	-4%	-23%	-7%
O=C1CCCc2nn(-c3ccccc3)c(-c3ccncc3)c21	5%	16µM*	?
CCOc1ccc(-c2nc(CSCC(=O)NCCCN3CCCC3=O)c(C)o2)cc1	2%	-1%	-1%
Cc1ccccc1OCCCC(=O)Nc1ccc(N2CCOCC2)cc1	2%	-29%	?
O=C(Nc1ccccc1)N1CCC2(CC1)CCN(C(=O)c1csnn1)CC2	.	-9%	12%
CCCc1nnc(NC(=O)c2c(O)c3cccc4c3n(c2=O)CC4)s1	-5%	?	?
O=C(NNC(=O)C1CCN(S(=O)(=O)c2ccc(Cl)cc2)CC1)c1ccccc1	0%	7%	-10%
O=C(CSc1ccc2ccccc2n1)NCCCN1CCCC1=O	1%	18%	-4%
CCc1ccc([C@@H]2C[C@H]3[C@@H](CN2S(=O)(=O)c2ccc(C)cc2)C(=O)C[C@@H](c2cccc(Cl)c2)N3S(=O)(=O)c2ccc(C)cc2)cc1	.	?	-19%
O=C(CN1CCOCC1)Nc1nc(-c2ccccc2Cl)cs1	.	-8%	-8%
COc1ccc(-c2noc([C@@H]3O[C@H](CO)[C@H](O)[C@H](O)[C@H]3O)n2)cc1OC	.	15%	13%
CS(=O)(=O)N(Cc1ccccc1)c1ccccc1C(=O)O	0%	2%	6%
CCOC(=O)COc1cccc2c(=O)n(CC(=O)NCc3ccc(F)cc3)ccc12	.	0.52µM*	0.58µM*
O=C(Cc1ccc(Br)cc1)NCCN1CCOCC1	.	-3%	18%
COC(=O)c1cc(S(=O)(=O)NCC2CCN(Cc3cc(C)ccc3C)CC2)c[nH]1	0%&3%	?	?
O=C(Nc1ccc(Br)cc1F)C1CCCN(S(=O)(=O)c2cnc[nH]2)C1 (stereo not drawn)	5%	-17%	?
COC(=O)c1cc(C(=O)c2ccc(Cl)cc2)n2c(=O)/c(=C\N(C)C)sc12	-3%	-12%	?
COc1ccc(-c2nc3ccccc3s2)cc1NC(=O)c1cc(OC)c(OC)c(OC)c1	0%	-25%	?
O=C(c1ccccc1)N1CCCC(C(=O)N2CCCCC2)C1 (stereo not drawn)	2%	-12%	-1%

Arranged by molar mass (lowest first): 3 of the compounds above
SMILES	TDP1 block	TDP1 cell noCPT	DT40 TDP1 CPT
CS(=O)(=O)N(Cc1ccccc1)c1ccccc1C(=O)O	0%	2%	6%
CCCc1nnc(NC(=O)c2c(O)c3cccc4c3n(c2=O)CC4)s1	-5%	?	?
O=C(NNC(=O)C1CCN(S(=O)(=O)c2ccc(Cl)cc2)CC1)c1ccccc1	0%	7%	-10%

Next section:
SMILES	TDP1 block	TDP1 cell noCPT	DT40 TDP1 CPT
CCOC(=O)c1[nH]c(C)c(CCC(=O)NCc2ccccc2)c1C	0%	-19%	-15%
Cc1ccc(CNC(=O)CS(=O)Cc2nc(-c3cccs3)oc2C)cc1 (stereo not drawn)	3%	?	23µM*
Cc1ccc(NC(=O)CN2C(=O)C3C4C=CC(C4)C3C2=O)cc1 (stereo not drawn)	5%	-8%	7%
CCC1=NN(C(=O)c2ccc(Br)cc2)C(O)(c2ccc(C)cc2)C1 (stereo not drawn)	3%	5.2µM*	5.2µM*
O=C(/C=C/c1ccccc1)NCCN1CCOCC1	-1%	-9%	-4%
C=CC[C@@H](CC(=O)NCCO)C(=O)N[C@@H](COC(=O)[C@@H](CC=C)Cc1ccc(F)cc1)Cc1ccccc1	2%	?	18µM*
CC(=O)NC1CCCC1C#N (stereo not drawn)	.	-6%	-3%
COc1ccc(NC(=O)CN(c2ccc(C(C)C)cc2)S(=O)(=O)c2c(C)noc2C)cc1OC	-5%	?	?
C=CC[C@@H](CC(=O)N[C@@H](CO)Cc1ccccc1)C(=O)N[C@H](COC(=O)[C@@H](CC=C)CC(=O)OC(C)(C)C)Cc1ccccc1	1%	21µM*	13µM*
CCCCC(CC)CNC(=O)C1CCCN(S(=O)(=O)c2cnc[nH]2)C1 (stereo not drawn)	2%	-4%	12%
Cc1cc(NC(=O)CSc2nc3c(c(=O)n2-c2ccc(Br)cc2)SCC3)no1	-1%	?	-20%
O=C(NC(=O)N1CCCc2ccccc21)c1ccccc1	-1%	-21%	-21%
COCCN1C(=O)/C(=C/c2cc3c(cc2Br)OCO3)NC1=S	9%	?	-3%
O=C(c1ccc2c(c1)CCN2S(=O)(=O)c1ccc(Cl)cc1)N1CCN(c2ccccc2F)CC1	7%	16µM*	21µM*
COc1cc2oc(-c3ccc(O)cc3)cc(=O)c2c(OC)c1O	-6%	?	?
CCn1c(SCC(=O)Nc2ccccc2Br)nnc1-c1cnccn1	0%	-17%	?
Cc1nc2sccn2c(=O)c1Br	?	-12%	2%
